Bioassay records from PubChem.
RGS12 GoLoco inh – qHTS Assay for Inhibitors of RGS12 GoLoco Motif Activity (Red Fluorophore) | 230,000 tested, 0.44% active | AID 880, 2007 | Potency, µM (doses to about 61.6 µM), without a hit: top-dose activity, negative = inhibition, most hits filed as inhibitors | Gai1:RGS12 GoLoco peptide FP, rhodamine, 10 min | Guanine nucleotide-binding protein G(i) subunit alpha-1 (Homo sapiens), P63096; active = well fitted inhibition curve with a large enough effect, not every such curve was filed as active; inactive = no such curve, though single readings can be large or run the other way; note: % is set by controls: 0 for no effect and ±100 for the full control effect; nearly all actives have a fitted effect of over 30% in size; many of its hits are not listed in these tables
Target sequence (P63096 whole entry, looked up): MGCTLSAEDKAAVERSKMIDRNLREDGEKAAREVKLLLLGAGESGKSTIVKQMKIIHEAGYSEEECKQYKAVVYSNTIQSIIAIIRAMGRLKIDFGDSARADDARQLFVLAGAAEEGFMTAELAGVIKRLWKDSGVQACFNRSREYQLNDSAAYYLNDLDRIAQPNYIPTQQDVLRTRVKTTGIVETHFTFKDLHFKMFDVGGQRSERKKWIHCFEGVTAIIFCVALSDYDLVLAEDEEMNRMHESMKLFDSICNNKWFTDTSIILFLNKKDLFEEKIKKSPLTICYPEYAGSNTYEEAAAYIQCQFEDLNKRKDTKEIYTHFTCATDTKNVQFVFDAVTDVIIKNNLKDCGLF
SMN2 splice up – qHTS Assay for Enhancers of SMN2 Splice Variant Expression; Potency, µM (series often up to 46.1 µM), without a hit: top-dose activity change, positive = activation, actives largely listed as activators; HEK293 SMN2-luciferase splicing reporter, luminescence, 30-36 h; 210,000 tested, 2.8% active; AID 1458, 2008; note: % of control where 0% means no effect; nearly all actives have a fitted effect of over 55% in size
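qHTS luciferase splicing reporter: luminescence rises when SMN2 exon 7 is included in transfected HEK293 cells. Compound exposure lasted 30-36 h at 37C, with 4.5 mM final sodium butyrate as control, followed by a ONE-Glo read.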
aGlu spleen mod – qHTS Assay for Inhibitors and Activators of Human alpha-Glucosidase From Spleen Homogenate; human spleen homogenate, 4-MU-alpha-glucoside fluorescence; Lysosomal alpha-glucosidase (Homo sapiens), P10253; 240,000 tested, 0.006% active; AID 2112, 2009; Potency, µM (series often up to 79.9 µM), for inactives: at the highest dose activity change, negative = inhibition, actives largely listed as inhibitors;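 note: 0% = enzyme with vehicle and -100% = no enzyme basal signal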
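Human spleen homogenate (1 ug) with 4-methylumbelliferyl-alpha-D-glucopyranoside (1 mM final) in 50 mM citrate/phosphate pH 5.0, 0.01% Tween-20; 40 min at 37 C. Stopped at pH 10; 4-MU fluorescence Ex 365/Em 440 nm; AC50 by Hill fit.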
ALDH1A1 inh – qHTS Assay for Inhibitors of Aldehyde Dehydrogenase 1 (ALDH1A1); Potency, µM (series often up to 75.3 µM), for inactives: at the highest dose activity, negative = inhibition, hits mostly inhibitors; AID 1030, 2008; Purified ALDH1A1, NADH fluorescence, propionaldehyde substrate; 220,000 tested, 7.3% active; Aldehyde dehydrogenase 1A1 (Homo sapiens), P00352; active = well fitted inhibition curve with a large enough effect, not every such curve was filed as active; inconclusive = small, poorly fitted or top-dose-only effect, or another doubt; inactive = no such curve, though single readings can be large or run the other way;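 note: plate controls were no enzyme wells and a reference inhibitor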
Target sequence (P00352 whole entry, looked up): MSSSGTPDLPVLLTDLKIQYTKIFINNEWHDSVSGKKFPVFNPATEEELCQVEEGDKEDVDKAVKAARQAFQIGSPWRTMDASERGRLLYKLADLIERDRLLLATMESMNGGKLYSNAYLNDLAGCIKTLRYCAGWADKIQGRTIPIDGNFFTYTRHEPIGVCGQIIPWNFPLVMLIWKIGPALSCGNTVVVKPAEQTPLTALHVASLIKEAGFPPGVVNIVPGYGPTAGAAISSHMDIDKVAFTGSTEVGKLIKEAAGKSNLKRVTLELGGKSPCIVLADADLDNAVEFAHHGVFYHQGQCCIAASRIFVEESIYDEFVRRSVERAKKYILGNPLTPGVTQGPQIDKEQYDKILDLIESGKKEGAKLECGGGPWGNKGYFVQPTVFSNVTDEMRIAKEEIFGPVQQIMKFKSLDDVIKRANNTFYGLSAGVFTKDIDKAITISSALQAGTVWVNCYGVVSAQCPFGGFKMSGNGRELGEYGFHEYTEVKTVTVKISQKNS
GLA spleen mod – qHTS Assay for Inhibitors and Activators of Human alpha-Galactosidase From Spleen Homogenate | human spleen homogenate, 4MU-alpha-Gal fluorescence, 40 min | AID 2107, 2009 | Alpha-galactosidase A (Homo sapiens), P06280 | 240,000 tested, 0.008% active | Potency, µM (titrated, usually from 80 µM), without a hit: at the top dose activity change, negative = inhibition, most hits filed as inhibitors;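 note: 0% = enzyme with vehicle and -100% = no enzyme basal signal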
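Spleen homogenate 1 ug + cpd (titration) + 4-MU-alpha-D-galactopyranoside 1 mM; 37C 40 min; 50 mM citrate/phosphate pH 5.0, 0.01% Tween-20; stop pH 10; fluorescence 365/440; AC50 via Hill.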
GAA inh – qHTS Assay for Inhibitors of Human alpha-Glucosidase as a Potential Chaperone Treatment of Pompe Disease. purified human GAA, 4-MU-alpha-glucoside fluorescence. Potency, µM (highest dose often 76.9 µM), for the others: at the top dose activity change, negative = inhibition, actives largely listed as inhibitors. 200,000 tested, 0.005% active;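 note: plate controls were uninhibited enzyme wells for no effect and no-enzyme background for full effect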
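Fluorogenic assay: 4 nM human alpha-glucosidase with 400 uM 4-methylumbelliferyl-alpha-D-pyranoside in 50 mM citrate/phosphate, 0.005% Tween-20, pH 5.0, 20 min at room temperature. Compounds tested up to 77 uM; AC50 from Hill fits.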
GAA glycogen – qHTS Assay for Inhibitors and Activators of Human alpha-Glucosidase Cleavage of Glycogen; AID 2100, 2009; recombinant GAA, glycogen substrate, Amplex Red glucose oxidase fluorescence; 300,000 tested, 0.38% active; Lysosomal alpha-glucosidase (Homo sapiens), P10253; Potency, µM (titrated, usually from 76.4 µM), for inactives: at the top dose activity change, negative = inhibition, usual class: inhibitors;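 note: 0% = full enzyme reaction and -100% = no-enzyme basal signal; the screen sought inhibitors and activators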
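Recombinant human enzyme (4 nM); glycogen substrate; 37 C, 40 min, pH 5.0. Readout: coupled glucose oxidase/Amplex Red fluorescence.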
KDM4E inh – qHTS Assay for Inhibitors of Human Jumonji Domain Containing 2E (JMJD2E); Lysine-specific demethylase 4E (Homo sapiens), B2RXH2; JMJD2E catalytic domain, FDH-coupled NADH fluorescence (FDH is formaldehyde dehydrogenase); Potency, µM (titrated, usually from 57.1 µM), inactives show top-dose activity change, negative = inhibition, usual class: inhibitors; 230,000 tested, 1.6% active; AID 2147, 2009; active = well fitted inhibition curve with a large enough effect, not every such curve was filed as active; inconclusive = small, poorly fitted or top-dose-only effect, or another doubt; inactive = no such curve, though single readings can be large or run the other way;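 note: 0% = wells with enzyme and -100% = buffer wells without enzyme; nearly all actives have a fitted effect of over 50% in size; many of its hits are not listed in these tables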
Numbers without * were called inactive; ? = inconclusive; · = not tested or not shown; [ ] = dose if it differs, or a comment. Unless noted, calls come from the whole dose curve; as a rule, active = well fitted curve in the direction sought with a large enough effect; inconclusive = small, poorly fitted or top-dose-only effect, or another doubt; inactive = no such curve, though single readings can be large; an effect the other way counts as inactive or inconclusive. Potency is the fitted concentration of half-maximal effect. This is a subset (hit frequency here may not be typical).

SMILES	RGS12 GoLoco inh	SMN2 splice up	aGlu spleen mod	ALDH1A1 inh	GLA spleen mod	GAA inh	GAA glycogen	KDM4E inh
COCCCNc1nc2ccccc2nc1NS(=O)(=O)c1ccc(C)c(C)c1	7%	·	-2%	·	-1%	·	-1%	?
Cc1ccc(O)c(-c2cc(C(=O)NCc3ccncc3)[nH]n2)c1	3%	-10%	3%	-7%	10%	?	-8%	-1%
CCOC(=O)C1C(=O)CC(C)(O)C(C(=O)OCC)C1c1ccc(C)s1 (stereo unspecified)	-10%	22%	-11%	?	-14%	-3%	-25%	2%
CC(=O)N[C@@H](Cc1c[nH]c2ccccc12)C(=O)OCC(=O)NCc1ccc2c(c1)OCO2	3%	15%	-13%	5µM*	-7%	-1%	-8%	6%
COc1ccc(/C=C/C(=O)N2CCN(C)CC2)cc1S(=O)(=O)N1CCCCC1	14%	1%	8%	?	5%	8%	19%	-6%
O=C(CCN1C(=O)/C(=C/c2ccccc2)SC1=S)NNC(=O)c1cccnc1	39%[activator]	-5%	-1%	18%	3%	3%	10%	12%
CCCOc1ccc(Oc2cc(C)nc(SC)n2)nn1	11%	-6%	-10%	-8%	5%	-10%	5%	0%
CCSc1nnc(NC(=O)c2ccc3c(c2)OCO3)s1	2%	10µM*	2%	?	2%	-9%	3%	?
O=C(NCCC1=CCCCC1)C1CCN(S(=O)(=O)c2cccc3cccnc23)CC1	0%	9%	-15%	-9%	-23%	-6%	-4%	-15%
COc1ccccc1N1C(=O)C(Cl)=C(Nc2ccccc2O)C1=O	52%[activator]	-12%	-1%	13µM*	-3%	?	?	?
O=C(NCc1ccccc1)c1cccc(S(=O)(=O)NCc2ccccc2)c1	7%	-7%	-3%	-14%	-5%	-6%	11%	6%
COc1cc(S(=O)(=O)N2CCN(C)CC2)ccc1Cl	-10%	-23%	5%	-9%	22%	0%	3%	5%
Cc1cccc(-c2ncc(CN3CCN(CC(C)C)C(CCO)C3)cn2)c1 (stereo unspecified)	14%	·	-5%	12%	5%	-8%	2%	-24%
CC(Oc1ccccc1)C(=O)Nc1ccc(S(=O)(=O)NCC2CCCO2)cc1 (stereo unspecified)	-2%	-27%	-1%	13%	0%	-3%	-6%	7%
S=C(NCc1ccco1)N1CCOCC1	7%	1%	4%	?	-16%	7%	-10%	-2%
Cc1ccc(NC(=O)COC(=O)Cn2c(C)csc2=O)cc1C	7%	7%	-27%	2%	-5%	-1%	-2%	2%
COc1ccccc1NC(=O)c1cc(C)oc1C	7%	-1%	2%	2%	5%	?	-14%	5%
C=CCn1c(O)c(N=NC(=S)Nc2ccccc2F)c2ccccc21	13%	-62%[inhibitor]	-2%	28µM*	4%	-11%	-9%	5%
CCN(CC)C(=O)CSc1nc2cc3c(cc2c(=O)n1CCCCCC(=O)NCc1ccc(OC)cc1)OCO3	225%[activator]	-31%[inhibitor]	-10%	-5%	1%	7%	0%	1%
O=C(O)c1csc(Br)c1Br	11%	0%	1%	-2%	4%	-6%[15.4 µM]	-9%	-5%
C/C(=N\NS(=O)(=O)c1ccc(Br)cc1)c1cccs1	-9%	-8%	-1%	?	2%	-6%	15%	-4%
O=C(Nc1cc(C(F)(F)F)ccc1Cl)C(Sc1cccc[n+]1[O-])c1ccccc1 (stereo unspecified)	4%	4%	1%	?	-1%	3%	-6%	-5%
CCOC(=O)C1=C(C)Nc2[nH]c(=O)[nH]c(=O)c2C1c1cccs1 (stereo unspecified)	-5%	-6%	2%	0%	5%	1%	-21%	-2%
Cc1ccc(-c2noc(CNc3ccccc3)n2)cc1	5%	?	-4%	3%	4%	-1%	-10%	7%
CC(C)(C)NC(=O)C(c1ccc(O)cc1)N(C(=O)CCC(=O)Nc1nccs1)c1cccc(F)c1 (stereo unspecified)	3%	·	-3%	3%	12%	-9%	-13%	10%

An excerpt from above in order of molar mass, largest number first.
SMILES	RGS12 GoLoco inh	SMN2 splice up	aGlu spleen mod	ALDH1A1 inh	GLA spleen mod	GAA inh	GAA glycogen	KDM4E inh
CC(=O)N[C@@H](Cc1c[nH]c2ccccc12)C(=O)OCC(=O)NCc1ccc2c(c1)OCO2	3%	15%	-13%	5µM*	-7%	-1%	-8%	6%
O=C(NCCC1=CCCCC1)C1CCN(S(=O)(=O)c2cccc3cccnc23)CC1	0%	9%	-15%	-9%	-23%	-6%	-4%	-15%
O=C(CCN1C(=O)/C(=C/c2ccccc2)SC1=S)NNC(=O)c1cccnc1	39%[activator]	-5%	-1%	18%	3%	3%	10%	12%
Cc1cccc(-c2ncc(CN3CCN(CC(C)C)C(CCO)C3)cn2)c1 (stereo unspecified)	14%	·	-5%	12%	5%	-8%	2%	-24%
CCOC(=O)C1C(=O)CC(C)(O)C(C(=O)OCC)C1c1ccc(C)s1 (stereo unspecified)	-10%	22%	-11%	?	-14%	-3%	-25%	2%
CCOC(=O)C1=C(C)Nc2[nH]c(=O)[nH]c(=O)c2C1c1cccs1 (stereo unspecified)	-5%	-6%	2%	0%	5%	1%	-21%	-2%
Cc1ccc(O)c(-c2cc(C(=O)NCc3ccncc3)[nH]n2)c1	3%	-10%	3%	-7%	10%	?	-8%	-1%
O=C(O)c1csc(Br)c1Br	11%	0%	1%	-2%	4%	-6%[15.4 µM]	-9%	-5%
Cc1ccc(-c2noc(CNc3ccccc3)n2)cc1	5%	?	-4%	3%	4%	-1%	-10%	7%
COc1ccccc1NC(=O)c1cc(C)oc1C	7%	-1%	2%	2%	5%	?	-14%	5%

More structures.
SMILES	RGS12 GoLoco inh	SMN2 splice up	aGlu spleen mod	ALDH1A1 inh	GLA spleen mod	GAA inh	GAA glycogen	KDM4E inh
COCn1c(-c2ccc(OC)c(OC)c2)nc2ccccc21	-2%	20%	-3%	?	-15%	-5%	-6%	?
Cc1ccc(NC(=O)NCc2ccc3c(c2)OCO3)cc1	2%	6%	-6%	-1%	-5%	11%	0%	10%
COc1cc(C2C(C#N)=C(N)Oc3c2oc(CO)cc3=O)ccc1OC(C)C (stereo unspecified)	-9%	-7%	-2%	2%	10%	-3%	7%	?
CCO/N=C(/C)c1c(O)c(C)c(-c2ccccc2)n(-c2ccccc2)c1=O	-8%	7%	-10%	-7%	-2%	0%	-6%	-1%
Cc1nn(-c2ccccc2)c(Cl)c1C1C(C#N)=C(N)OC2=C1C(=O)CC(C)(C)C2 (stereo unspecified)	11%	-4%	4%	3%	4%	-5%	-4%	6%
COc1ccc(N/C=C/c2nc(SC)nnc2C)cc1	17%	6%	-23%	-15%	-4%	-2%	-29%	-15%
COc1cc2[nH]c(C(=O)NN)c(N)c2cc1OC	2%	·	-4%	·	0%	·	?	?
O=C(OCCN1C(=O)c2cccc3c(N4CCOCC4)ccc(c23)C1=O)c1ccccc1Cl	13%	-80%[inhibitor]	-2%	-14%	-5%	-1%	6%	3%
CCOC(=O)N1CCN(CC(=O)Nc2sccc2C#N)CC1	13%	8%	-1%	3%	2%	7%	0%	5%
CCCCOc1ccc(/C=C/C(=O)Nc2ccc([N+](=O)[O-])cc2C)cc1	13%	-14%	1%	3%	4%	-4%	13%	?
Cc1oc(-c2ccccc2)cc1C(=O)NC(Cc1c[nH]c2ccccc12)C(=O)O (stereo unspecified)	-6%	2%	-15%	?	-7%	-4%	-1%	-4%
N#CC1=C(N)SC(N)=C(C#N)C1c1cccc(O)c1	73%[activator]	-1%	-7%	25µM*	-13%	-4%	-22%	?
Cc1ccc(-n2c(SCC(=O)N3CCOCC3)nnc2-c2cccnc2)cc1	3%	-7%	0%	-11%	-17%	-9%	-4%	9%
N/C(CN1CCCC1=O)=N\OC(=O)c1ccccc1Cl	-4%	?	-2%	17%	-3%	-3%	-2%	3%
CNCc1nc2ccccc2[nH]1	17%	-6%	1%	1%	-2%	10%	-2%	0%
CCc1ccccc1NC(=O)N1CCC(NC(=O)C(Cc2ccc(OC)c(OC)c2)NC(C)=O)CC1 (stereo unspecified)	20%	5%	3%	1%	-6%	2%	8%	6%
O=C1c2ccccc2NC(c2cccc(O)c2)N1NS(=O)(=O)c1ccccc1 (stereo unspecified)	-6%	-25%	2%	?	5%	-11%	-1%	?
CCN(CC)C(=O)CSc1nnc(-c2ccc(O)cc2)n1CC1CCCO1 (stereo unspecified)	7%	-1%	2%	-17%	6%	1%	4%	-10%
Cc1ccc(S(=O)CCNC(=O)Cc2ccc(Cl)cc2)cc1 (stereo unspecified)	-1%	14%	0%	-7%	8%	8%	-2%	18%
O=C(CCCc1nc2ccccc2s1)Nc1ccccc1	9%	0%	-1%	-9%	5%	0%	2%	-12%
N#Cc1sc2nc3c(cc2c1N)CCCC3	6%	-9%	10%	?	9%	3%	-5%	?
